# Screening data deposited in PubChem BioAssay by several laboratories.
# Furin inhibitor: human furin inhibitors, primary screen, biochemical, fluorescence intensity; purified furin, fluorogenic substrate cleavage; P09958; inhibition, % at 30 µM; 220,000 compounds, 0.061% hits; in the data active means inhibition above about 25%; further: inactives centre near -15
# NCF1 inh: p47phox/p22phox peptide binding inhibitors, primary screen, biochemical, uHTS, NADPH oxidase regulatory subunit | inhibition, % at 24.7 µM | Neutrophil cytosol factor 1 (Homo sapiens), P14598 | 220,000 compounds, 0.53% hits | fluorescence polarization, 2 h;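 active means inhibition above about 30%, limit read from the data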;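 further: 0% = p47phox with labelled peptide and 100% = labelled peptide alone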
# p97 inhibitor: inhibitors of human p97 ATPase, primary screen, biochemical. recombinant p97 ATPase, Kinase-Glo ATP luminescence, 3 h. inhibition, % at 8 µM. 220,000 compounds, 0.42% hits; in the data active means inhibition above about 15%;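 further: 0% = DMSO vehicle and 100% = wells lacking enzyme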
# Target sequence (P55072 whole entry, looked up): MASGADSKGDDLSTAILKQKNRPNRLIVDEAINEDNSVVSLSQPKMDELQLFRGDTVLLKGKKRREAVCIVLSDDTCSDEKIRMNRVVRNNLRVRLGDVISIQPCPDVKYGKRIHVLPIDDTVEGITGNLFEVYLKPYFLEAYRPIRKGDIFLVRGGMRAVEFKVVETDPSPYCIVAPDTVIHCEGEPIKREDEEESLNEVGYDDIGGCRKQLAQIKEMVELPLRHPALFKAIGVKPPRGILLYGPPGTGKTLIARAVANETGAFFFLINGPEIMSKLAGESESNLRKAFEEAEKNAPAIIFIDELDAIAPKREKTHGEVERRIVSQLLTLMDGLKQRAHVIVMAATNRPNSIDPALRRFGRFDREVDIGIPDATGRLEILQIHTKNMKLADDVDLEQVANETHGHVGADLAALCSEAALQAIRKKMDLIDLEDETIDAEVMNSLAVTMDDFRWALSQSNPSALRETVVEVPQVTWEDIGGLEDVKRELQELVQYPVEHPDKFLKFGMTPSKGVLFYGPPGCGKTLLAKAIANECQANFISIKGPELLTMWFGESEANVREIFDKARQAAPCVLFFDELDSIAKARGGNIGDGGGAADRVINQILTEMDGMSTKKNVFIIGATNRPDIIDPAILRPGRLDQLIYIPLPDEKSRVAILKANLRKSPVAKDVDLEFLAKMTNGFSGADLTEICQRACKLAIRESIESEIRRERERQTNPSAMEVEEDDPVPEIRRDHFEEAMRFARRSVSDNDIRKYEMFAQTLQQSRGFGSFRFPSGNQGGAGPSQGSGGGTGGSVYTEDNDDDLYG
# EBV gp42 inh: Epstein-Barr virus gp42 inhibitors, primary screen, biochemical, uHTS, fluorescence polarization | Glycoprotein 42 (Epstein-Barr virus (strain AG876)), Q1HVG2 | Fluorescence polarization binding assay, mP read-out | inhibition, % (tested at 21.74 µM) | AID 1085, 2008 | 220,000 compounds, 0.42% hits; in the data active means inhibition above about 50%
# Runt-CBFb FRET: inhibitors of RUNX1 Runt–CBFb binding, primary screen, biochemical, FRET, Cerulean-Runt, Venus-CBFb, uHTS; Runt-related transcription factor 1 (Homo sapiens) + Core-binding factor subunit beta …; Cerulean-Runt/Venus-CBFb FRET ratio 530/480, 1 h; inhibition, % at 20 µM; 220,000 compounds, 0.46% hits; AID 1496, 2009;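 active means inhibition over about 50% at 20 µM in the single-dose screen, limit read from the data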;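 further: 0% = DMSO wells and 100% = excess unlabeled CBFb competitor control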
#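 Assay system: Cerulean-tagged RUNX1 Runt domain (FRET donor) fusion protein / Amount: 100 nM each of Venus-CBFb and Cerulean-Runt domain / Medium: Tris buffer pH 7.5 with salts and BSA / Also added: Venus-CBFb 100 nM / Schedule: 1 h complex formation plus 1 h compound treatment, room temperature / Signal: FRET fluorescence / Read-out: loss of energy transfer signal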
# m-calpain inh: inhibitors of pig calpain II, primary screen, biochemical, fluorogenic peptide substrate, 1536-well. purified calpain II, 30 min. inhibition, % at 16 µM. 220,000 compounds, 0.37% hits. AID 1236, 2008;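 active means inhibition above about 50%, limit read from the data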
# Runt-SMMHC FRET: inhibitors of RUNX1 Runt–CBFb-SMMHC binding, primary screen, biochemical, FRET, Cerulean-Runt, Venus-CBFb-SMMHC, uHTS. Runt-related transcription factor 1 (Homo sapiens) + Core-binding factor subunit beta …. Cerulean-Runt/Venus-CBFb-SMMHC FRET ratio 530/480, 1 h. inhibition, % at 20 µM. 220,000 compounds, 0.74% hits;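 active means mean inhibition across duplicate retests at 20 µM reaching about 50%, limit read from the data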;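 further: 0% = DMSO wells and 100% = wells with excess untagged CBFb-SMMHC; inhibitors lower the FRET ratio by blocking Runt binding to CBFb-SMMHC; some results filed as inactive read as strong as hits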
# RBBP9 inh: human RBBP9 inhibitors, primary screen, biochemical, fluorescence polarization, FP-Rh probe, HTS. Serine hydrolase RBBP9 (Homo sapiens), O75884. recombinant RBBP9. inhibition, % at 7.94 µM. 220,000 compounds, 0.2% hits. AID 1515, 2009;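 active means inhibition above the campaign mean of all tested compounds plus 3 SD, cut at about 14% in these data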;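 further: plate controls were DMSO wells with RBBP9 for no effect and wells lacking RBBP9 protein for full effect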
# Target sequence (O75884 whole entry, looked up): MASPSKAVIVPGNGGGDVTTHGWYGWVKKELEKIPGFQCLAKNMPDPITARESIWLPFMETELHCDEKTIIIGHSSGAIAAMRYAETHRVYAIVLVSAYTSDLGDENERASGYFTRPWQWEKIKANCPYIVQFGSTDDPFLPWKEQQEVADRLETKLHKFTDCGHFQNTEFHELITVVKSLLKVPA
#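 Measured by – fluorescence polarization · Test system – RBBP9 protein · Input – 2.5 µM RBBP9 dispensing solution, before mixing · Measure – percent inhibition from mP, scaled between DMSO and no-protein wells · Benchmarks – DMSO-treated enzyme wells and wells lacking RBBP9 · Times – preincubation 30 min plus labeling 45 min at 25 °C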
# Tb hexokinase: Trypanosoma brucei hexokinase 1 inhibitors, primary screen, biochemical, G6PDH-coupled NADH absorbance, MLSCN library; hexokinase 1 [Trypanosoma brucei]; recombinant TbHK1, G6PDH-coupled NADH A340; inhibition, % at 10 µM; 220,000 compounds, 0.11% hits; AID 1430, 2008;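 active means inhibition of 50% or more in the single-dose primary screen; inactive means inhibition below 50%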
# * marks the source's active call; other numbers are inactive results; . = not tested or not shown; [ ] = remark or other dose.
no.	Furin inhibitor	NCF1 inh	p97 inhibitor	structure	EBV gp42 inh	Runt-CBFb FRET	m-calpain inh	Runt-SMMHC FRET	RBBP9 inh	Tb hexokinase
1	-13.4[20 µM]	-0.3	4.5	CCn1c(SCC(=O)NC2CCCCC2)nnc1-c1cccs1	-6.6	0.9	-12.7	2.8	-2.0	4.4
2	-14.6	-16.9	4.5	COc1ccc(C(=O)O)cc1NC(=S)NC(=O)c1ccc(-c2ccc(Cl)cc2)o1	15.0	4.8	-7.1	-3.9	-5.5	-30.6
3	-6.8[20 µM]	9.3	-3.2	CCc1cc(/C(Cc2ccccn2)=N\O)c(O)cc1O	-6.4	0.2	-20.7	0.6	5.0	-4.6
4	-16.8	-6.7	0.3	CC(C)c1ccc2oc(-c3cc(N)ccc3O)nc2c1	11.4	-48.7	14.8	-104.5	-2.3	-1.1
5	-22.6	-1.4	2.5	S=C(NCc1cccs1)Nc1cccc2ccccc12	4.5	1.7	-11.2	1.6	-7.9	4.8
6	-8.4	-17.7	-0.8	O=S(=O)(NC1CCCC1)c1ccc(S(=O)(=O)N2CCc3ccccc32)cc1	-10.4	0.7	19.9	2.2	-10.8	2.7
7	-23.1[20 µM]	-4.6	2.1	OCC1CCCN(C(=S)NCCc2ccccc2)C1 (stereo not drawn)	-8.6	.	17.5	3.2	3.5	1.4
8	-12.0[20 µM]	2.5	-3.4	CN1C(=O)C2(C(C#N)=C(N)Oc3c2oc(CO)cc3=O)c2ccccc21 (stereo not drawn)	-2.5	0.4	8.3	-1.4	-9.2	1.5
9	-13.4	6.6	8.1	Nc1n[nH]c(=S)n1-c1ccc(Cl)cc1	-23.3	22.6	11.2	20.5	-1.4	-0.5
10	-12.0[20 µM]	0.7	-1.6	COc1ccc(S(=O)(=O)N(C)CC(=O)Nc2ccc3c(c2)OCO3)cc1OC	-6.0	2.0	-8.4	-4.9	-9.7	-3.4
11	-16.6	-4.8	3.9	Cc1cccc(/C(N)=N/OC(=O)COc2ccc(Cl)c(C)c2)c1	-11.7	-1.1	-7.4	-6.3	-3.2	-4.2
12	-20.4	-12.9	-2.5	CCOc1ncccc1C(=O)OCC(=O)c1cc(C)n(Cc2ccco2)c1C	-0.3	-3.0	8.4	-3.6	-4.6	-7.4
13	1.3	-15.2	0.7	CC1=CC(C)(C)N(C(=O)CSc2nnc(N)s2)c2ccccc21	-4.9	1.6	22.2	-2.8	-6.3	30.0
14	-6.1	11.5	13.9	Nc1ccc(Cc2ccc(N)c(O)c2)cc1O	12.8	-3.5	-87.0	-24.0	-5.2	4.1
15	-4.2[20 µM]	3.8	-3.5	O=S(=O)(NCCSc1ccccc1)c1cccs1	-8.2	-1.5	16.5	2.2	-5.1	5.3
16	-15.3	-12.4	2.5	CCN(CC)S(=O)(=O)C1CCS(=O)(=O)C1 (stereo not drawn)	-17.2	1.7	15.0	-4.5	-2.8	-0.5
17	-15.1	-2.5	3.4	COc1cccc(NC2=NCC(=O)N2Cc2cccs2)c1	7.2	-0.7	9.1	-1.9	-5.2	-4.4
18	-31.9	-6.8	4.1	Cc1cc(NC(=O)CCC(=O)N(c2ccc(F)cc2)C(C(=O)NC2CCCC2)c2ccc(C)o2)no1 (stereo not drawn)	-5.1	-1.9	-12.0	1.4	-5.4	0.8
19	-19.1	-0.2	-4.2	CC(C)N(Cc1cnn(C)c1)Cc1nc(-c2ccc(Cl)cc2)no1	-10.1	0.1	-17.2	0.8	-13.7	-7.1
20	-19.3	-26.3	-1.3	O=C(c1cc(-c2cccs2)on1)N1CCN(c2ccc(F)cc2)CC1	-8.8	-1.7	-9.4	0.9	1.2	2.6
21	-15.5	-4.0	-2.6	Clc1ccc(-c2cn3c(n2)SCC3)cc1	-2.2	0.8	7.2	-2.5	-6.0	-0.5
22	-4.8	6.1	-1.7	O=C(NC(=S)N(Cc1ccccc1)Cc1ccccc1)c1ccccc1F	13.9	-0.6	-1.9	-1.5	0.9	6.4
23	-15.9	3.7	2.4	CCOC(=O)C1(CC2CCCCO2)CCN(C(=O)Nc2ccccc2SC)CC1 (stereo not drawn)	-2.4	-2.8	30.6	-3.1	1.9	-7.1
24	-16.6[20 µM]	-3.1	-4.3	N#Cc1cn(CC(=O)NCc2cccnc2)c2ccccc12	1.2	-1.5	-41.4	1.9	-10.2	-2.8

# Quoted from the results shown for reference:
no.	Furin inhibitor	NCF1 inh	p97 inhibitor	structure	EBV gp42 inh	Runt-CBFb FRET	m-calpain inh	Runt-SMMHC FRET	RBBP9 inh	Tb hexokinase
20	-19.3	-26.3	-1.3	O=C(c1cc(-c2cccs2)on1)N1CCN(c2ccc(F)cc2)CC1	-8.8	-1.7	-9.4	0.9	1.2	2.6
21	-15.5	-4.0	-2.6	Clc1ccc(-c2cn3c(n2)SCC3)cc1	-2.2	0.8	7.2	-2.5	-6.0	-0.5
22	-4.8	6.1	-1.7	O=C(NC(=S)N(Cc1ccccc1)Cc1ccccc1)c1ccccc1F	13.9	-0.6	-1.9	-1.5	0.9	6.4
23	-15.9	3.7	2.4	CCOC(=O)C1(CC2CCCCO2)CCN(C(=O)Nc2ccccc2SC)CC1 (stereo not drawn)	-2.4	-2.8	30.6	-3.1	1.9	-7.1
24	-16.6[20 µM]	-3.1	-4.3	N#Cc1cn(CC(=O)NCc2cccnc2)c2ccccc12	1.2	-1.5	-41.4	1.9	-10.2	-2.8

# Next section.
no.	Furin inhibitor	NCF1 inh	p97 inhibitor	structure	EBV gp42 inh	Runt-CBFb FRET	m-calpain inh	Runt-SMMHC FRET	RBBP9 inh	Tb hexokinase
25	-13.1	-11.6	1.8	Cc1cc(C)c(S(C)(=O)=O)c(NN)n1	-10.8	-0.5	-13.3	4.3	-9.6	-8.3
26	-5.4	7.4	-0.5	CC(=O)NC1=NN(C(C)=O)C(c2ccco2)S1 (stereo not drawn)	-13.8	0.4	-17.0	-1.8	2.1	1.0
27	1.3	-7.8	3.3	CC(=O)NC(c1cccs1)c1cc([N+](=O)[O-])c2cccnc2c1O (stereo not drawn)	21.9	10.3	-29.2	11.9	-4.8	2.2
28	-24.6	-7.1	6.3	O=C(CN(Cc1ccco1)C(=O)CNS(=O)(=O)c1ccc(Cl)cc1)NCC1CCCO1 (stereo not drawn)	-11.9	2.6	-23.1	-3.8	-8.5	-9.2
29	-16.3	-7.4	1.7	Cc1nc(C(=O)N(C)C)nn1-c1ccc([N+](=O)[O-])cc1	6.0	1.2	4.4	-0.5	1.7	-1.4
30	-20.0	0.1	3.2	CCOC(=O)NC(=O)/C(C#N)=C\c1ccccc1	4.1	1.8	13.4	-4.0	-11.3	0.8
31	-21.4	-4.7	-0.3	Cc1nc2cc(NS(=O)(=O)c3cccc(F)c3)ccc2s1	-1.2	0.2	16.8	-4.0	0.6	0.5
32	11.2[20 µM]	-2.7	-1.7	COc1ccc(-n2c(SCC(=O)N3CCOCC3)nc(O)c(Cc3ccccc3)c2=O)cc1	2.6	2.7	-4.2	-2.7	-12.5	-1.5
33	-11.1	-34.9	-2.3	O=C(Nc1ccc(-c2nc3cccnc3s2)cc1)c1ccco1	6.5	-1.2	-98.7	2.6	-8.8	-26.4
34	-5.5	7.7	-3.6	O=C(NCCCn1ccnc1)c1cc(-c2ccccc2)on1	8.6	1.6	24.4	2.6	-3.9	7.8
35	-0.5	1.1	4.5	CCc1ccc(N(CC(=O)NCc2ccc(F)cc2)C(=O)c2csnn2)cc1	0.5	-1.4	-3.0	0.2	0.7	-4.7
36	-29.4	-9.0	0.6	COc1ccc2nc(SCC(=O)NC(C)(C)C)[nH]c2c1	-9.0	-1.5	-11.5	-0.9	-15.2	7.7
37	-21.6	-18.8	1.1	CCOC(=O)C(Cc1ccccc1)C(=O)Nc1ccc(N(CC)CC)cc1 (stereo not drawn)	-2.8	7.4	21.3	1.4	-7.3	2.7
38	0.1	-1.1	-0.9	CCCCCCC(C)OC(=O)Nc1cccc2ccccc12 (stereo not drawn)	-6.8	-3.5	25.8	-3.7	-1.8	13.0
39	-18.7	-0.5	2.5	COc1cc(C2NC(=S)NC(C)=C2C(=O)Nc2cc(C)cc(C)c2)ccc1O (stereo not drawn)	-4.3	2.0	6.3	-1.8	-2.6	1.3
40	-20.4	2.6	1.1	O=C(NCCOc1ccccc1)c1ccccc1[N+](=O)[O-]	-1.2	1.8	-3.7	-2.7	5.3	13.3
41	-20.3	.	3.4	Cc1ccc(C(=O)Nc2c(C)n(C)n(-c3ccccc3)c2=O)cc1S(=O)(=O)N1CCOCC1	.	0.4	.	1.1	7.7	1.7
42	10.1	-7.6	0.6	CCCN(CCC)c1nc2ccccc2nc1C(C#N)C(=O)OC(C)COC (stereo not drawn)	-7.0	.	-8.7	.	4.5	-13.7
43	-25.3	-4.8	2.2	COc1ccc(CCN2C(=O)C3C4C=CC(C5CC45)C3C2=O)cc1OC (stereo not drawn)	-7.1	-1.6	-12.3	-0.1	1.6	-4.8
44	-7.1[20 µM]	-7.4	-3.9	CC1=CC(C)(C)N2C(=O)C3(SCC(=O)N3c3ccc(F)cc3)c3cc(C)cc1c32 (stereo not drawn)	-18.6	0.1	21.2	2.0	2.5	-9.7
45	-7.1[20 µM]	-11.0	-2.2	O=C(COc1ccccc1)Nc1ncc2c(n1)CCCC2=O	-14.7	-14.9	-18.9	-1.6	-3.3	4.6
46	-17.0	-8.0	1.0	COc1ccc(-n2nnc3c(SCC(=O)NCc4ccco4)ncnc32)cc1	-6.8	1.5	-53.5	0.1	-13.3	-4.1
47	-23.6	5.5	3.1	CCOc1ccccc1N(CC(=O)NCCOC)C(=O)CCC(=O)Nc1ccccn1	-18.9	2.2	-14.4	-7.4	-2.0	-1.4
48	-5.9	-5.4	6.2	CCCOc1ccc(CN2CCOCC2)cc1OC	-14.8	2.0	-13.1	-3.3	6.6	-6.6
49	-9.2	-7.6	-3.9	COc1ccccc1-c1nnc2sc(C3CCCCC3)nn12	-2.3	-1.3	-7.3	3.2	-9.9	-1.6
50	-16.5	-2.9	1.1	CCCC(=O)Nc1ccc2oc(=O)ccc2c1	-9.3	1.5	-160.2	-2.0	-5.7	-3.1
51	-30.2	-5.0	1.1	O=C(CN1CCN(c2ccc(F)cc2)CC1)NCc1cccs1	-9.5	-0.6	-10.6	-0.6	-1.5	0.1
52	-25.1	-13.7	-0.8	Cn1c(SCC(=O)N2CCOCC2)nnc1-c1cccc(NC(=O)c2ccccc2)c1	-24.3	-9.2	-17.1	3.1	-3.3	2.3
53	-15.1	-4.5	1.2	CCOC(=O)CC1C(=O)NCCN1S(=O)(=O)c1ccc(Cl)c(Cl)c1 (stereo not drawn)	-2.2	-3.8	-21.7	-2.2	-0.5	-4.8
54	-22.9	1.9	4.0	O=C(NCc1ccc2c(c1)OCO2)c1cccs1	5.1	-0.9	-5.6	-0.3	-3.8	1.2

# An unsorted share of the library. About 2.7% of those tested had a hit in this group.
